# Bioassay records as filed in PubChem BioAssay.
# Tn7 DDE FP = DD(E)-Tn7 binding inhibition, primary FP screen | P02675 | FP displacement of FITC-Tn7 peptide from fibrin DD(E); 0% = median of compound wells per plate | inhibition, % at 8.3 µM | actives 0.13% (n = 370,000) | AID 720508;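 active = inhibition above the mean of compounds falling within the control limits plus 3 SD of them, cut at about 14% in these data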;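 also: 0% = plate median of compound wells and 100% = 10 µM Aha-Tn7 peptide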
#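 system = human fibrin DD(E) protein | quantity = DD(E) 2 µM final | medium = Tris/NaCl/CaCl2 buffer, pH 7.8 | also added = labelled Tn7 tracer, 0.1 µM | compound dosing = single point at 8.3 µM | timing = compound with protein 10 min, then 3 h after probe, room temperature | signal = FP measurement | benchmarks = Aha-Tn7 high control | repeats = one replicate per compound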
# ASAP1 GAP inh = blocks human ASAP1-stimulated Arf1 GTP hydrolysis | actives 0.19% (n = 360,000) | inhibition, % at 16.5 µM | GDP FP detection; in the data active = inhibition above about 25%;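 also: 0% = vehicle with enzyme and substrate and 100% = no enzyme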
# KLK7 zymogen act = activates the human kallikrein-7 zymogen; purified proKLK7, EDANS-DABCYL substrate fluorescence; 100% is mature enzyme control, 0% vehicle; activation, % at 7 µM; actives 0.9% (n = 370,000); P49862; AID 652039;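 active = activation above the mean of all tested compounds plus 3 SD, computed per campaign excluding outliers beyond control limits, cut at about 13% in these data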
# PLCb3 inh = blocks human PLC-beta3 enzyme activity; Q01970; inhibition, % at 12.2 µM; Purified PLC-beta3, fluorogenic substrate, fluorescence; actives 0.18% (n = 370,000); in the data active = inhibition above about 11%;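 also: 0% = median of compound wells on plate and 100% = full blocker control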
# HGIII-sPLA2 inh = Inhibits HGIII-sPLA2 liposome hydrolysis, primary screen; Q9NZ20; QFRET BODIPY PC-A2 liposome hydrolysis, fluorescence; inhibition, % at 12.2 µM; actives 0.56% (n = 370,000);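 active = inhibition above mean plus 3 SD of compounds lying within the high and low control bounds, cut at about 19% in these data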;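 also: 0% = median of test compound wells and 100% = no enzyme DMSO wells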
# DDE Tn6 FP inh = inhibitors of Tn6 peptide binding to human fibrin DD(E); P02675; inhibition, % at 8.3 µM; Fibrin DD(E) TRITC-Tn6 fluorescence polarization displacement; AID 720509; actives 0.21% (n = 370,000);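 active = inhibition above a per-campaign cutoff: mean of compounds within control limits plus 3 SD, cut at about 15% in these data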;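 also: 0% = median of all compound wells on the plate and 100% = blocking peptide control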
# ARFGAP1 inhibitor = rat ARFGAP1 inhibition | actives 0.26% (n = 360,000) | AID 651572 | inhibition, % at 16.5 µM | Arfgap1-stimulated ARF1 GTP hydrolysis, GDP FP detection;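 active = inhibition above a per-plate limit, mean inhibition of low control wells plus 3 SD, cut at about 25% in these data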;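 also: 0% = DMSO wells with enzyme and 100% = wells lacking Arfgap1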
#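 Assay system: Rat Arfgap1 GAP domain (His6, aa 1-136), purified enzyme | Buffer or medium: HEPES 25 mM pH 7.5, NaCl 150 mM, MgCl2, DTT | Schedule: GTP hydrolysis reaction 2 h at 25 °C | Signal: FP of antibody-bound GDP Alexa 633 tracer, ex 620/em 688 nm | Measure: Percent inhibition of Arfgap1-stimulated GTP hydrolysis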
# UHRF1 MBD2 ctr = blocks human UHRF1 binding to methylated DNA; Q96T88; UHRF1 binding to methylated oligo, TR-FRET; inhibition, % at 4.4 µM; actives 0.75% (n = 370,000); in the data active = inhibition above about 21%;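 also: UHRF1 SRA domain binding a hemimethylated CpG hairpin DNA probe; 0% = median of test compound wells and 100% = reference inhibitor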
# NR1D1 modulator = modulators of human Rev-erb alpha DNA binding; activity, % at 10 µM; Rev-erbα–FITC-DNA binding, fluorescence polarization, 90 min; AID 1259318; P20393; actives 0.79% (n = 370,000);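 active = activity above about 14%, limit read from the data; passing the limit was not always enough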;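 also: 0% = DMSO wells with 35 nM protein and 100% = DMSO wells with 750 nM protein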
# PLCg1 inh = inhibitors of human phospholipase C gamma1; AID 720700; P19174; inhibition, % at 12.2 µM; purified PLC-gamma1, fluorogenic substrate, fluorescence; actives 0.84% (n = 370,000); in the data active = inhibition above about 9.5%
# Target sequence (P19174 whole entry, looked up): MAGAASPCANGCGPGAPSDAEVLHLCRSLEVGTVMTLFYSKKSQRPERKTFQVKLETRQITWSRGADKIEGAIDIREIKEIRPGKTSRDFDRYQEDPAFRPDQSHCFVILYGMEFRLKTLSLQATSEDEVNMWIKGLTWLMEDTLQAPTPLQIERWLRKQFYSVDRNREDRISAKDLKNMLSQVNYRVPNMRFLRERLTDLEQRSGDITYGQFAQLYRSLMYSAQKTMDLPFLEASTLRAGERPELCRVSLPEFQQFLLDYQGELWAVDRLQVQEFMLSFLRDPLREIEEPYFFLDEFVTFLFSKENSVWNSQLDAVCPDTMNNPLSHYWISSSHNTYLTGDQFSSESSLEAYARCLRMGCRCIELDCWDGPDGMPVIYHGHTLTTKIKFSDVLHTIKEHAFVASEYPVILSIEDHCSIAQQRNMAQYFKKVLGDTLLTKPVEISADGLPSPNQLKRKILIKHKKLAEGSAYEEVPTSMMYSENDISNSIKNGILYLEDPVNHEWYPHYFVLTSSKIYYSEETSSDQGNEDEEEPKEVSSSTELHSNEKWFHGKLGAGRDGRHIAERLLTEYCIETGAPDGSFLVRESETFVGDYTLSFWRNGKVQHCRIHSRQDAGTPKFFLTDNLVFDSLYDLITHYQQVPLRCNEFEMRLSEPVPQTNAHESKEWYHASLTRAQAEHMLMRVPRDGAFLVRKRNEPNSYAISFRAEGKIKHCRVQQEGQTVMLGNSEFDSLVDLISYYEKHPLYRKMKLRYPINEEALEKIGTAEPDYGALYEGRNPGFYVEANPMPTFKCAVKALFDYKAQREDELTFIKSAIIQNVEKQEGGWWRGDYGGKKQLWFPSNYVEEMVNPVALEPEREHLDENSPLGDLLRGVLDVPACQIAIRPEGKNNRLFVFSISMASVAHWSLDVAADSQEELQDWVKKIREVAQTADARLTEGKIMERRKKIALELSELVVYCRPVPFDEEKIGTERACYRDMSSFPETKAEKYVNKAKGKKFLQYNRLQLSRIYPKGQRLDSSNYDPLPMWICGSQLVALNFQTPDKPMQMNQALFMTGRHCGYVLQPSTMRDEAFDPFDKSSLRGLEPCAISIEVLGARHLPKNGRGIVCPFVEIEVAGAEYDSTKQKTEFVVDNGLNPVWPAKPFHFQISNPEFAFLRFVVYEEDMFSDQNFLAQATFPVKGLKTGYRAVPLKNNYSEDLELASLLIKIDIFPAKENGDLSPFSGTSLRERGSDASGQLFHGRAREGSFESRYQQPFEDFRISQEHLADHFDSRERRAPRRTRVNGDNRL
# Starred values were filed as active, the others as inactive; . = not tested or not shown.
SMILES,Tn7 DDE FP,ASAP1 GAP inh,KLK7 zymogen act,PLCb3 inh,HGIII-sPLA2 inh,DDE Tn6 FP inh,ARFGAP1 inhibitor,UHRF1 MBD2 ctr,NR1D1 modulator,PLCg1 inh
COc1cccc(/C=N/NC(=O)c2ccc(=O)n(C)c2)c1O,2.5,-12.6,-0.9,-22.9,16.7,-6.0,-0.3,11.8,-3.2,-15.8
CC(C)[C@H](NC(=O)c1ccco1)C(=O)Nc1ccc(N2CCCCCC2)cc1,1.0,6.6,-0.1,-0.7,16.2,-2.5,5.2,-3.0,-4.9,1.3
COCCN1C(=O)N(C)[C@@H](c2ccccc2)C(C(C)=O)=C1C,1.3,3.0,-1.1,0.7,0.0,-1.8,0.3,-0.8,-0.2,-1.7
CCCCN(CCCC)CCNC(=O)CN1C(=O)CSc2ccc(S(=O)(=O)N3CCCCC3)cc21,-0.3,2.1,0.1,-3.6,-3.2,-0.9,-3.6,2.3,2.5,2.0
CC(C)(C)c1ccc(CC(=O)N2CCC2(C)C(=O)NS(=O)(=O)c2ccc(Cl)cc2)cc1 (stereo not given),-4.4,12.3,-0.3,-2.1,-14.5,-4.5,-0.1,-0.8,-5.0,-2.7
Cc1ccc(S(=O)(=O)N2CCOCC2)cc1NC(=O)COc1ccc(-c2nnco2)cc1,2.9,-10.9,0.0,-2.3,-5.8,0.7,-10.0,-1.9,-3.8,-1.1
CCN1CCN(C(C(=O)NC2CCCCC2)c2ccnc3ccccc23)CC1 (stereo not given),3.5,7.9,-0.1,-0.8,-7.4,-4.7,-2.6,0.9,2.3,-0.7
COC(=O)c1sccc1NC(=O)c1cc(-c2ccc(C)cc2C)nc2ccccc12,3.9,-8.4,-0.1,0.5,-6.9,1.0,-1.1,0.0,11.5,2.4
Cc1cc2oc(=O)cc(-c3cc4ccccc4o3)c2cc1O,0.4,-12.2,-1.2,-39.5,-3.4,-4.0,-12.2,-0.8,-14.2,-19.8
COc1cc2c(cc1OC)C(C)N(C(=O)c1c(-c3ccccc3)noc1C)CC2 (stereo not given),-1.0,-8.2,0.4,-5.3,0.8,1.3,2.5,-0.7,-3.0,0.6
C/C(=N\NC(=O)c1ccc(CN2CCOCC2)cc1)c1ccc([N+](=O)[O-])cc1,2.4,1.4,0.7,0.2,-3.4,-7.3,4.3,-2.2,0.4,-2.3
Cc1ccc(NC(=O)CSc2ncnc3ccccc23)cc1S(=O)(=O)N1CCCCCC1,-2.9,-4.5,-0.1,-6.5,-22.5,-4.2,-1.3,-0.1,6.4,-5.0
O=C(N/N=C/c1ccccc1OCc1ccccc1Cl)c1cccnc1,-1.6,12.0,0.5,-7.4,2.6,-0.8,6.0,-1.0,0.8,-0.4
Nc1nc(NC(=O)/C=C\C(=O)O)nn1-c1ccccc1,2.8,-2.5,-0.4,-1.4,6.0,-5.7,-8.3,2.0,-1.9,-1.7
CC(C)c1ccc(CN2C(=O)NC3(CCCCCC3)C2=O)cc1,-0.8,16.8,-0.1,-10.3,7.5,1.4,-1.5,1.3,-4.2,0.3

# Some entries already given, reduced to NR1D1 modulator and PLCg1 inh.
molecule | NR1D1 modulator | PLCg1 inh
Cc1ccc(S(=O)(=O)N2CCOCC2)cc1NC(=O)COc1ccc(-c2nnco2)cc1 | -3.8 | -1.1
CCN1CCN(C(C(=O)NC2CCCCC2)c2ccnc3ccccc23)CC1 (stereo not given) | 2.3 | -0.7

# (more compounds)
SMILES,Tn7 DDE FP,ASAP1 GAP inh,KLK7 zymogen act,PLCb3 inh,HGIII-sPLA2 inh,DDE Tn6 FP inh,ARFGAP1 inhibitor,UHRF1 MBD2 ctr,NR1D1 modulator,PLCg1 inh
CCn1c(Cc2ccccc2)n[nH]c1=S,4.1,-1.2,-0.7,-1.8,18.2,-9.9,2.5,7.7,-0.7,7.8
OCC1(CO)COC(/C=C/c2ccccc2)=N1,-8.7,15.1,-0.1,-6.9,6.2,3.0,3.2,1.6,-1.2,4.0
COc1ccc2[nH]c(C(=O)N/N=C/c3ccc(O)cc3O)cc2c1,5.8,9.5,-32.6,-151.0,-16.4,-25.5,8.8,-2.0,4.1,-102.7
COc1ccc(O)c(/C=C(\C#N)C(=O)Nc2cccnc2)c1,3.4,-5.3,-4.4,-305.4,5.5,-1.1,2.2,-9.6,5.5,-269.4
CC[n+]1c(/C=C/Nc2ccccc2)oc2ccccc21,-3.7,4.3,0.1,-11.8,-6.7,-5.3,0.0,-6.9,-2.4,-4.8
O=C(c1cccc(C(F)(F)F)c1)C1CCCN(C(=O)CN2CCOC2=O)C1 (stereo not given),8.0,-2.6,0.0,-10.5,6.9,2.6,1.5,5.4,3.8,-1.0
Cc1cccc(C)c1Nc1nnc(SCC(=O)c2ccc3c(c2)NC(=O)CO3)s1,9.6,1.9,0.4,1.2,-45.3,3.0,4.8,-0.3,-2.1,-0.6
Nc1cc(N)nc(SCc2ccccc2Cl)n1,5.0,0.7,-0.1,4.2,-5.6,0.1,1.4,-0.6,3.2,-0.1
O=C(NNC(=O)C1CCN(Cc2cccc(F)c2)CC1)c1cccc(Cl)c1,-4.2,-13.4,0.0,3.0,-8.0,-5.8,4.5,0.5,11.8,3.2
N#C/C(=C\c1c[nH]c2ccccc12)c1nnc2n1CCCCC2,-7.5,-4.3,-0.1,-1.9,-0.6,0.9,5.3,-2.7,3.0,0.3
Cc1ccc(C)c(Oc2cc(F)nc(N)n2)c1,-6.2,-7.5,-0.7,-1.9,10.2,-4.8,7.2,1.1,-1.0,2.4
CCc1ccc(N2C(=O)C3NN=C(C(=O)OCc4ccccc4)C3C2=O)cc1 (stereo not given),8.7,4.9,0.6,-2.2,8.4,-3.2,-6.8,8.2,4.3,-2.3
Cc1ccc(NC(=S)Nn2cnnc2)cc1,0.6,3.7,0.0,5.1,-0.7,-0.4,-2.6,3.8,-1.3,7.8
CCC1CCCCN1CCCNC(=O)c1csc2c1CCCCC2 (stereo not given),-4.2,1.2,0.4,-7.1,-3.5,10.2,4.3,0.5,-5.2,1.0
Brc1ccc(C2Nc3cccc4cccc(c34)N2)s1,1.8,11.0,0.1,-14.1,-0.6,-18.3,-3.1,-2.1,-3.8,2.1
O=C(C1CCCCC1)N1C[C@@H](n2cc(C3CC3)nn2)[C@H](O)C[C@@H]1c1ccc(Cl)cc1,-3.0,5.1,0.5,2.1,1.1,0.6,-7.1,0.0,1.9,0.7
CCOc1ccc(OCc2ccc(C(=O)Nc3ccc(Cl)cn3)o2)cc1,-3.6,5.1,0.6,-1.7,-6.4,0.6,-3.0,-2.2,6.1,-1.5
CCN1CCCC1CNC(=O)CSCc1nc(-c2ccccc2C)oc1C (stereo not given),1.1,-2.7,0.1,-2.2,-3.5,-0.6,0.9,0.3,-0.4,-3.7
O=C(NCCc1ccccn1)c1cc(-c2ccc(Cl)c(Cl)c2Cl)nc2ccccc12,-5.5,1.5,-0.3,-1.9,-5.0,-4.2,11.9,-1.3,13.2,2.0
COc1cc(C(=O)NCC(=O)N/N=C/c2ccccn2)cc(OC)c1OC,-2.2,-7.0,0.3,-2.1,2.5,-3.0,-2.6,9.1,-2.9,-2.7
O=C(NP(=O)(N1CCOCC1)N1CCOCC1)C1=C(N2CCOCC2)/C(=C\c2ccccc2)CC1,6.3,2.3,3.5,-16.8,-9.8,-1.5,-9.7,-3.4,8.0,-13.8
O=C(c1ccccc1)c1nc2c(n1O)CCCCC2,3.4,-3.6,0.4,-4.8,-0.1,-1.0,1.6,0.3,-0.3,2.0
CCn1c(SCC(=O)NCc2ccc3c(c2)OCO3)nnc1-c1ccncc1,0.2,6.3,-0.1,-9.9,2.1,9.0,10.0,-0.6,-7.6,0.1
C[C@@H]1Cc2cc(O)cc(O)c2C(=O)O1,10.9,.,-0.1,3.8,1.4,7.9,.,-3.0,5.2,-0.1
NC(=O)c1c(NC(=O)c2cccs2)sc2c1CCCCCC2,-3.9,-2.5,-129.4,-244.0,-12.6,0.7,-4.5,0.7,1.6,-167.3
CCc1ccc2c(c1)c(N=NC1=NC(=O)CS1)c(O)n2C,4.2,-2.7,0.9,5.2,-11.2,6.6,-1.2,-0.2,0.9,2.7
Oc1oc(-c2ccccc2Br)nc1/C=N/c1ccccn1,1.9,7.8,1.0,-19.8,-3.1,11.3,2.2,-0.5,-1.8,-17.6
CC1(C)Cc2ccccc2C(N)=C1C#N,-2.1,9.8,-0.6,-0.7,-4.1,-8.2,-2.2,0.7,1.7,-0.8
O=C(C1CCN(S(=O)(=O)N2CCC3(CC2)OCCO3)CC1)N1CCOCC1,0.7,5.8,-0.2,5.0,2.5,-0.6,-3.5,2.0,2.0,-0.8
O=C1C(Cc2ccccc2)NC(=S)N1Cc1ccccc1 (stereo not given),-6.4,-8.3,0.6,1.6,-88.6,-3.1,-12.3,-6.5,2.2,0.4
COc1cc(/C=N\n2cnnc2)ccc1OCC(=O)Nc1ccc(C)cc1,1.2,5.2,-10.6,-0.7,7.5,-3.3,6.2,2.1,1.9,-1.9
CCN1CCN(C(CNS(=O)(=O)c2ccccc2)c2cccnc2)CC1 (stereo not given),6.2,2.9,-0.7,-11.1,2.0,5.1,-2.9,3.9,-4.7,0.5
CCc1nc(N=Nc2c(O)[nH]c3ccccc23)c2c3c(sc2n1)CCC3,-1.1,-7.0,-0.4,2.2,0.8,-4.2,-5.6,-4.5,-32.5,1.7
NS(=O)(=O)c1ccc(NC(=S)NC(=O)C2CCCC2)cc1,6.4,4.6,-0.5,-8.3,4.5,8.6,5.1,4.3,-3.3,1.3
COc1ccc(NC(=O)CSCC(=O)Nc2ccccc2N2CCCC2)cc1,5.7,5.0,0.2,-2.5,-1.8,-2.7,0.5,-2.9,0.1,1.4
COc1ccc(-n2c(C)c([N+](=O)[O-])c3ccc(O)c(CN(C)C)c32)cc1,4.0,6.8,-0.5,2.1,-24.5,0.7,1.0,-0.6,-1.3,2.5
Cc1cccc(OCC(=O)Nc2cc(Cl)ccc2-n2cncn2)c1C,-1.4,-12.7,0.1,-7.5,-0.7,-0.7,3.9,2.9,10.6,-5.8
Cc1cccc2nc(-c3ccccc3)nc(N[C@@H](CO)c3ccccc3)c12,-0.7,18.9,-0.1,-8.8,-29.1,-7.2,-0.4,-0.6,3.0,-3.7
CC(=O)[C@@]12O[C@@H]1C[C@H]1[C@@H]3CC[C@H]4C[C@@H](O)CC[C@]4(C)[C@H]3CC[C@@]12C,-0.3,-8.3,0.7,-7.9,-6.6,-5.8,5.8,2.1,1.3,-3.5
O=C1CCc2cc(S(=O)(=O)N3CCC(C(=O)NC4CCCC4)CC3)ccc2N1,-5.3,2.9,0.1,0.9,1.9,-0.6,-9.3,-1.5,-0.9,1.6
Cc1cccc(-c2noc(CCC(=O)Nc3ccc(C(N)=O)cc3)n2)c1,-0.2,-1.6,0.0,0.1,-3.6,-0.5,1.1,-0.4,-3.0,0.2
